ERAP1 inh = ERAP1 (human) enzyme inhibition | 0.15% of 340,000 active | recombinant ERAP1, Leu-AMC fluorescence, 60 min | Q9NZ08 | AID 652197 | inhibition, % at 10.7 µM;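 active = mean replicate inhibition of at least 30%, or all replicates individually reaching that 30% level; inactive = mean below 30% and not every replicate reaching it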;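 note: 0% = neutral control wells and 100% = L-leucinethiol positive control wells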
Target sequence (Q9NZ08 whole entry, looked up): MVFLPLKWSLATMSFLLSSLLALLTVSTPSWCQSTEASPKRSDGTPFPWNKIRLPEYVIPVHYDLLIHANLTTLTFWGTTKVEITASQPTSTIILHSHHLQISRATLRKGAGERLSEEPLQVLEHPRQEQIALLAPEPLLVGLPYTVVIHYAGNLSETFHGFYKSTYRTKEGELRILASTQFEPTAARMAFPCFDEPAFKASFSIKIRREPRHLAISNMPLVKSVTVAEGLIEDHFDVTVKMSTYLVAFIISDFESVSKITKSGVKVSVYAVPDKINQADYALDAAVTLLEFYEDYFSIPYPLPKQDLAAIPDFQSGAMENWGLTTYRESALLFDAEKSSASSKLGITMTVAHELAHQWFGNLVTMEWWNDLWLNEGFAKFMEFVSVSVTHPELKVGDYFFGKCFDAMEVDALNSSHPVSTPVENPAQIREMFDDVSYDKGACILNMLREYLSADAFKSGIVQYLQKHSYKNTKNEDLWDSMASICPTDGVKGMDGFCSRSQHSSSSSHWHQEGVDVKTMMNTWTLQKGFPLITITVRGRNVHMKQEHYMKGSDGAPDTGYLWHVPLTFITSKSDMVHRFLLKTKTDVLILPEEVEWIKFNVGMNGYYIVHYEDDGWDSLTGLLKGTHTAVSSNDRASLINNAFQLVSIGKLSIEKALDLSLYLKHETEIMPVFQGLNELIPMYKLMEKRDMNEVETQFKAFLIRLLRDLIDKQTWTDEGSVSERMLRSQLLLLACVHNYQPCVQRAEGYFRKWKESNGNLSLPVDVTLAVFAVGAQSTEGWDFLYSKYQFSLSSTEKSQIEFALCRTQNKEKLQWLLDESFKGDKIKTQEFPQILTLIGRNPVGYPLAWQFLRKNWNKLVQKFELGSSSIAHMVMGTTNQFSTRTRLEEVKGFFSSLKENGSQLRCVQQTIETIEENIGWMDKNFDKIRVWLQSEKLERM
E-sel inducer = E-selectin induction on HUVECs; P16581; HUVEC E-selectin immunofluorescence imaging; normalized: neutral wells 0, TNF-alpha wells 100; activation, % at 7.58 µM; 0.37% of 260,000 active;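 active = mean E-selectin-positive cell signal at least 10% of the positive control, reached in at least 60% of replicates, without over 20% cell loss; inconclusive = no rule given, readout overlaps actives, possibly toxicity-flagged; inactive = the rest, including those meeting only one limit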;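 note: in these data hits start at about 27%; measured in HUVEC primary endothelial cells; signal is the percent of cells scored E-selectin positive by PE staining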
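Assay system: HUVEC primary endothelial cells. Input: 3,000 HUVEC seeded per well. Doses: one compound dose added by pin transfer. Read-out basis: % PE-positive cells. Benchmarks: TNF-alpha high, DMSO low. Detection: immunofluorescence imaging. Buffer or medium: EGM-2, gelatin.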
RAD54 inh = inhibitors of human RAD54 branch migration | Q92698 | RAD54 Holliday junction branch migration, FAM/BHQ fluorescence | inhibition, % at 10.4 µM | 0.14% of 360,000 active | AID 602329;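 active = mean normalized replicate activity at least 40 and at least half of replicates scoring 40 or more; inconclusive = only one of the two criteria met; inactive = mean below 40 and under half of replicates reaching 40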;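 note: 0% = median of neutral control wells and 100% = median of positive control wells; inhibitors cause a drop in the FAM fluorescence signal; in these data hits start at about 50%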
ERp5 inh = ERp5 (human) disulfide isomerase inhibition. 0.05% of 350,000 active. inhibition, % at 9.99 µM. ERp5 insulin aggregation, absorbance 650 nm, 90 min. Q15084. AID 651711;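 active = mean replicate inhibition above about 25%, with every replicate also reaching it, limit read from the data, passing the limit was not always enough; inconclusive = only one of those two criteria met; inactive = neither criterion met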
esBAF inh = blocks esBAF chromatin remodeling in mouse ES cells | reporter increase, % at 12.5 µM | 2% of 350,000 active | Bmi1-luciferase knock-in reporter, 24 h; 100% = twice the neutral-well signal; in the data active = activation above about 40%; inconclusive = no clear call, values can overlap the other calls;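 note: 0% = median of the plate's neutral control wells and 100% = double that signal; a rise in the Bmi1 reporter signal indicates esBAF inhibition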
RAD52 inh = blocks human RAD52 DNA annealing | P43351 | recombinant RAD52 DNA annealing, FRET fluorescence | inhibition, % at 18.7 µM | 0.46% of 360,000 active;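 active = every replicate showing at least 50% inhibition; inconclusive = mean inhibition at least 50% but not in every replicate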
S100A4 MyoIIA = inhibitors of human S100A4 binding to myosin IIA peptide; P26447; S100A4/TAMRA-MyoIIA peptide fluorescence polarization; inhibition, % at 10.7 µM; 0.14% of 360,000 active;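 active = mean inhibition of at least 70% across replicates, with every replicate also reaching that level; inconclusive = mean inhibition reaches 70% but some replicates fall short; inactive = mean inhibition below 70%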
Target sequence (P26447 whole entry, looked up): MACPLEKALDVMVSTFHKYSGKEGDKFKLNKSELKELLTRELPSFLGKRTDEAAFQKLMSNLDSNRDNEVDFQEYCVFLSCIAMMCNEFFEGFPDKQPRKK
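Material: human S100A4 monomer with TAMRA-labelled myosin IIA peptide; buffer or medium: HEPES pH 7.2 with CaCl2, KCl, NaCl, DTT, Triton; compound dosing: one concentration per compound; schedule: 5 min incubation before reading; benchmarks: neutral control DMSO, positive control TFP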
XiGFP reactiv = activators of X-chromosome reactivation in mouse fibroblasts; XiGFP mouse fibroblasts, % GFP-positive cells imaging, 3 d; cells co-treated with 5-aza-dC sensitizer; scaled so ellipticine positive control = 100%; AID 743238; activation, % at 7.58 µM; 0.055% of 360,000 active;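 active = mean normalized replicate activation at least 10% and every replicate at or above 10%; inconclusive = only one of the two criteria met; inactive = mean below 10% and not all replicates reach 10%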;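 note: 0% = median of on-plate neutral control wells and 100% = ellipticine 6 µM median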
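assay system = SV40-immortalized XiGFP fibroblast cells, line 68-5-11 | buffer or medium = DMEM plus 5-aza-dC sensitizer | doses = single-point pinned compound dosing | times = 3-day compound exposure, then 15 min fixation at room temperature | benchmarks = positive control ellipticine, 6 µM final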
Numbers without * were called inactive; u = inconclusive; x = no result given.

SMILES	ERAP1 inh	E-sel inducer	RAD54 inh	ERp5 inh	esBAF inh	RAD52 inh	S100A4 MyoIIA	XiGFP reactiv
CCOC(=O)c1c(NC(=O)C2c3ccccc3Oc3ccccc32)sc(C(C)=O)c1C	-1	x	-9	-9	-18	-12	-4	x
CC(=O)N(C)C[C@@H]1Oc2ncc(-c3ccc(C)cc3)cc2C(=O)N([C@H](C)CO)C[C@H]1C	3	0.1	7	7	3	-1	-2	-1.1
CCN(C(=O)c1ccc2c(=O)n3c(nc2c1)CCCCC3)c1cc(OC)ccc1OC	-4	x	-10	2	2	-7	-3	0.0
COC(=O)c1ccccc1NC(=O)CSc1nc2ncccc2[nH]1	-3	3.0	-8	5	-2	-17	2	0.0
Cc1ccc(NC(=O)Nc2ccccc2)nc1	-4	x	x	6	x	-7	-9	-0.1
COCCN(C(=O)COC(=O)Cc1coc2cc(C)ccc12)c1c(N)n(Cc2ccccc2)c(=O)[nH]c1=O	0	3.0	1	-5	2	-5	-2	-0.1
O=C(Nc1nnc([C@@H]2C[C@H](O)[C@@H](CO)O2)s1)c1ccc(Oc2ccccc2)cc1	2	0.0	2	3	3	11	-2	0.1
COc1ccc(/C=C/C(=O)N2CCCc3ccccc32)cc1	9	x	x	-20	x	-20	-4	0.1
Cc1c(Br)c([N+](=O)[O-])nn1CCCC(=O)NC(C)c1ccccc1 (centres undefined)	x	-0.6	x	-1	-5	-11	-7	0.4
CN(C)CC#Cc1ccc([C@@H]2[C@H](CO)N3CCCCN(C(=O)c4ccc5c(c4)OCO5)C[C@@H]23)cc1	-2	0.3	-3	-10	3	21	12	0.0
COc1ccc(C2CC(=O)N3CN(c4ccc(C)c(Cl)c4)CSC3=C2C#N)cc1OC (centres undefined)	-1	0.3	-3	21	19	-22	0	0.1
Nc1nc(SCC(=O)N2CCOCC2)n[nH]1	-5	1.0	x	4	-6	-3	2	0.0
Cc1ccc(-n2[nH]c(C)c(C=Nc3ccc(S(=O)(=O)N4CCOCC4)cc3)c2=O)c(C)c1	1	x	x	-1	x	-41	-5	0.4
COc1cccc2cc(-c3csc(NC(=O)CCC(=O)NCCCN4CCC(C)CC4)n3)c(=O)oc12	1	x	x	-10	-8	27	8	-0.2
O=C(Cc1ccccc1)c1c[nH]c(C(=O)NC2CCCC2)c1	-1	x	x	3	x	-3	-12	0.0
CCc1nn(CC(=O)NC2CCN(Cc3ccccc3)CC2)c(=O)c2cc3cc(F)ccc3n12	-1	x	-3	3	-1	-4	-2	0.1
CCCCCc1c(C)nc(N2CCN(Cc3ccc4c(c3)OCO4)CC2)[nH]c1=O	2	x	-1	-3	3	-14	-1	0.0
CCCC(=O)Nc1ccc2c(c1)C(=O)N(C)C[C@H](OC)[C@H](C)CN(Cc1ccccc1)[C@@H](C)CO2	-4	-0.1	7	-2	3	-9	98*	0.2
CCCC(=O)N(c1ccc(C(=O)O)cc1)c1nc(-c2ccccc2)c(C)s1	3	x	-14	4	-9	-10	4	-0.1
Cn1ccnc1SCC(=O)NC1(C#N)CCCCC1	-2	0.1	x	2	1	-7	4	-0.1

Three compounds picked at random from those above, as already listed:
SMILES	ERAP1 inh	E-sel inducer	RAD54 inh	ERp5 inh	esBAF inh	RAD52 inh	S100A4 MyoIIA	XiGFP reactiv
O=C(Cc1ccccc1)c1c[nH]c(C(=O)NC2CCCC2)c1	-1	x	x	3	x	-3	-12	0.0
COc1ccc(C2CC(=O)N3CN(c4ccc(C)c(Cl)c4)CSC3=C2C#N)cc1OC (centres undefined)	-1	0.3	-3	21	19	-22	0	0.1
Cc1ccc(-n2[nH]c(C)c(C=Nc3ccc(S(=O)(=O)N4CCOCC4)cc3)c2=O)c(C)c1	1	x	x	-1	x	-41	-5	0.4

Continuation:
SMILES	ERAP1 inh	E-sel inducer	RAD54 inh	ERp5 inh	esBAF inh	RAD52 inh	S100A4 MyoIIA	XiGFP reactiv
Cc1ccc2cc(CN(C)S(C)(=O)=O)c(=O)[nH]c2c1	-4	x	x	1	x	-5	2	0.0
C[C@H]1CN([C@@H](C)CO)C(=O)c2cc(C3=CCCCC3)cnc2O[C@H]1CN(C)C(=O)Cc1ccccc1	-2	0.6	4	-1	-3	-5	9	-0.2
COc1ccc(S(=O)(=O)Nc2ccc3c(c2)CC(=O)N([C@@H](C)CO)C[C@H](C)[C@H](CN(C)S(=O)(=O)c2ccccc2)O3)cc1	x	-0.2	-4	x	1	x	x	-1.2
CC(C)(C)Cc1c(C2CCCCC2)nc2ccc(Cl)cn12	-2	0.0	-5	3	-3	-13	-3	-0.1
CC1(C)CC(NC(=O)C2CCN(S(=O)(=O)c3ccc(F)cc3)CC2)CC(C)(C)N1	-2	x	3	x	-7	-12	1	0.0
CO[C@@H]1CN(C)C(=O)c2ccc(NC(=O)C3CCOCC3)cc2OC[C@H](C)N(Cc2cccnc2)C[C@@H]1C	0	-0.2	6	11	4	-11	-13	0.3
CCCCOCCOC(=O)C1OC1(C)c1ccccc1 (centres undefined)	-1	-0.7	2	1	0	-12	-2	-0.1
CCc1nnc(NC(=O)CCC2CCCCC2)s1	-8	x	x	2	x	2	4	0.1
CC(C)NC(=O)Nc1ccc2c(c1)C(=O)N([C@H](C)CO)C[C@H](C)[C@@H](CN(C)Cc1ccc(Cl)c(Cl)c1)OCCCC[C@H](C)O2	0	x	-9	3	-5	12	10	0.1
COc1ccc2c3c(n(C)c2c1)[C@@H](CO)N(Cc1ccccc1F)CC31CCN(CC2CC2)CC1	-4	-0.6	x	9	x	26	2	0.0
O=C1C=CC(=O)C(CNc2ccc(C(=O)OCc3ccccc3)cc2)=C1	-1	x	x	-10	x	-10	-1	u
CCN(CC)Cc1c(C(=O)N/N=C/c2c(Cl)cccc2Cl)nnn1-c1nonc1N	-2	x	-4	4	-6	-1	-3	0.0
C/C=C/c1ccc([C@@H]2[C@H](CO)N[C@H]2CNC(=O)c2ccccc2F)cc1	x	0.0	-2	x	-4	x	x	0.1
O=C(O)COc1ccccc1/C=N/NC(=O)c1cc(-c2ccccc2)nc2ccccc12	-77	x	3	2	-3	-12	1	0.1
CC(c1ccon1)N(C)C(=O)c1ccc(OC2CCN(C(=O)C3CC3)CC2)cc1 (centres undefined)	-1	x	x	-4	-10	-4	0	0.0
O=C(/C=C/[C@H]1O[C@@H](n2cnc3c(NC(=O)c4ccccc4)ncnc32)[C@H](O)[C@@H]1O)NC1CCCCC1	1	-0.5	0	-2	1	-4	-5	0.1
Cc1cccc(OCC(=O)NCC(=O)N/N=C/c2ccc(N(C)C)cc2)c1	3	x	-7	-10	x	-11	4	0.0
COc1ccccc1-c1ccc2n(c1=O)C[C@H]1[C@H](CO)[C@@H](C(=O)N(C)C)N(CC3CCOCC3)[C@@H]21	-5	-1.3	-6	-4	-1	-4	1	0.0
COc1ccc(N2CCN(CCCNC(=O)c3ccc(CS(=O)(=O)c4ccc(Cl)cc4)o3)CC2)cc1	-5	0.6	-2	-6	-9	-11	2	0.0
NC(=O)C1CN(S(=O)(=O)c2ccc(Cl)cc2F)c2ccccc2O1 (centres undefined)	-3	1.3	-6	4	-12	-8	-5	0.0
COc1cscc1C(N)=O	x	0.3	-11	8	x	-20	-7	0.1
CN1CCN(C(=O)C[C@@H]2CC[C@@H]3[C@H](COC[C@H](O)CN3C(=O)c3ccccc3F)O2)CC1	-3	0.2	-3	-3	-6	-6	15	0.2
COc1ccc(-c2cn3cc(Cl)ccc3n2)cc1OC	6	x	24	6	69*	-15	5	x
CCC(C)NS(=O)(=O)c1ccc(S(=O)(=O)N(CCc2ccc(OC)c(OC)c2)Cc2cccs2)cc1 (centres undefined)	6	x	x	2	-8	-3	1	0.0
CCCc1nc2c(C)cc(Br)cn2c1Cc1ccccc1OC	x	-6.0	x	1	x	-50	-1	0.0
CN(C)Cc1c(O)ccc2c1O/C(=C\C=C\c1ccccc1)C2=O	-4	-6.5	-12	-4	14	-441	-1	0.0
CCN1CCN(c2ccc(S(=O)(=O)N3CCOCC3)cc2NC(=O)C2CCC(C(C)(C)C)CC2)CC1 (centres undefined)	2	x	4	3	-4	-10	-4	0.0
O=C1Cc2ccccc2C(c2ccc(Cl)cc2)N1 (centres undefined)	-4	x	11	-2	x	-38	1	0.6
CCc1nc2ccc(C(=O)Nc3ccc4c(c3)OCO4)cc2nc1CC	-1	-0.1	3	1	4	-13	-5	0.0
Cc1noc(C)c1NC(=O)N[C@@H]1CC[C@H](CC(=O)Nc2ccc(-c3ccccc3)cc2)O[C@@H]1CO	4	0.0	2	0	-5	-2	11	0.2
COc1ccc(NC(=O)Nc2ccc3c(c2)CC(=O)N([C@H](C)CO)C[C@H](C)[C@@H](CN(C)C(=O)Nc2ccccc2)O3)cc1	-2	0.0	-4	11	0	1	0	-1.1
CCCN1CCC(=O)N([C@H](CO)CC(C)C)CC1	-4	-0.1	-7	-2	1	-10	-1	0.0
COc1c([N+](=O)[O-])c(=O)oc2ccccc12	-3	x	-2	14	x	-11	-1	0.0
COc1ccc(NS(=O)(=O)c2cc(NC(=O)COc3ccccc3F)ccc2OC)cc1	1	0.0	-13	-17	4	-27	-3	0.0
S=c1[nH]nc(-c2cc(-c3ccccc3)n[nH]2)n1/N=C/c1ccccc1	-1	0.0	-1	4	3	-14	3	0.4
Cc1ccc(N2C(=O)N(CC(=O)N3CCOCC3)C(=O)C2C)cc1 (centres undefined)	6	-0.3	4	4	-5	-6	2	0.0
CNC(=O)C(=O)NCC1OCCN1S(=O)(=O)c1ccc(C)cc1 (centres undefined)	-1	0.0	-4	0	6	-9	0	0.0
c1ccc(Nc2ncnc3sccc23)cc1	-1	-0.1	7	-3	12	-7	-20	0.4
CN(C)CCCNC(=O)C[C@H]1C=C[C@H](NC(=O)c2ccccc2F)[C@@H](CO)O1	7	-0.2	-7	-5	-2	-8	4	-0.2
O=C(Cn1c(=O)oc2cc(S(=O)(=O)N3CCCCC3)ccc21)N1CCCCC1	-1	x	2	-10	-4	-7	2	0.1
Cc1ccc(NC(=O)NC2=NN(c3ccccc3)C(=O)/C2=C2/CCCN2C)cc1	x	6.8	-6	0	4	-18	-44	0.0
CCc1ccccc1NC(=S)N(Cc1ccc(C(=O)O)cc1)Cc1ccc(OC)c(OC)c1	4	x	-6	-1	-9	-11	0	0.1
C[C@H](NC(=O)C[C@H]1C[C@H]2c3cc(NC(=O)C4CCOCC4)ccc3O[C@H]2[C@H](CO)O1)c1ccccc1	-3	2.3	-6	-1	-2	16	4	0.1
CC1=C(C(N)=O)C(c2cccs2)NC(=S)N1 (centres undefined)	-2	-0.8	x	-1	x	-15	0	-0.1
CCn1c(CC(=O)Nc2ccc(C)cc2)nnc1SCC(=O)N1CCOCC1	-2	0.7	0	4	-9	2	-2	0.1
C[C@@H]1CCCCO[C@@H](CN(C)S(=O)(=O)c2cccs2)[C@@H](C)CN([C@@H](C)CO)C(=O)c2cc(NS(=O)(=O)c3cccs3)ccc2O1	-9	-0.2	-11	1	3	-11	11	0.3
